# Abeta rescue: A-beta toxicity reversal in yeast; Potency, µM (doses to about 46.1 µM), for inactives: at the top dose growth rescue, most hits filed as activators; yeast expressing A-beta42, growth rescue, OD600, 48 h; response scale: 0% DMSO, 100% iron-clioquinol control; actives 0.063% (n = 410,000); AID 1347071; note: potency is the fitted concentration of half-maximal effect; nearly all actives have a fitted effect of over 55% in size
#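 Growth rescue measured by 600 nm absorbance after 48 h yeast culture at 30 C with compound. Values normalized between DMSO and an equimolar ferric chloride plus clioquinol control.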
# FUS suppressor: rescues growth of FUS-expressing yeast. S. cerevisiae FUS-expressing, growth rescue, OD600, 24 h. Potency, µM (top dose mostly 76.6 µM), for inactives: at the top dose growth rescue (activation), actives largely listed as activators. actives 0.24% (n = 390,000). AID 1347120;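 note: potency is the fitted concentration of half-maximal effect; plate controls were DMSO vehicle for no effect and reference control for full effect; nearly all actives have a fitted effect of over 55% in size; some results filed as inactive show a strong effect at the top dose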
#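 Toxicity suppression screen in FUS-yeast. Cells induced with 2% galactose, starting OD 0.005, treated 24hr at 30C with compounds at multiple final concentrations; growth by OD600.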
# Akt phos inh: inhibitors of Akt phosphorylation; actives 0.32% (n = 360,000); Neuro2A IGF-stimulated pAkt S473 HTRF, 20 min; stronger effect = lower value; activity change, % for hits at 50 µM; in the data active = activity change below about -80%; inconclusive = mostly about -51% to -80%; note: % is set by controls: 0 for no effect and ±100 for the full control effect
#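 Single-point screen (50 µM final compound) in Neuro2A cells stimulated 20 min with 6 nM IGF at 37 deg C. After lysis, Ser473-phosphorylated Akt read by HTRF (ex 330 nm, em 615/665 nm) as the 665/615 ratio.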
# Mm-Cpn inhibitor: blocks the Methanococcus maripaludis chaperonin Mm-Cpn. Potency, µM (series often up to 76.9 µM), inactives show top-dose activity, negative = inhibition, usual class: inhibitors. purified Mm-Cpn ATPase, ADP Transcreener TR-FRET. actives 0.031% (n = 330,000); note: potency is the fitted concentration of half-maximal effect; % is set by controls: 0 for no effect and ±100 for the full control effect; nearly all actives have a fitted effect of over 80% in size
#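 Quantitative HTS used 25 nM Mm-CPN and 10 uM ATP in magnesium/KCl Tris buffer, pH 7.4, with 1 mM DTT. Hydrolysis ran 30 min at 37°C; ADP was read by HTRF.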
# PTHR1 ag: PTHR1 (human) receptor agonism | Q03431 | HEK293 GP2 PTHR1 cells, GloSensor cAMP luminescence, 1 h | Potency, µM (doses to about 115 µM), without a hit: at the top dose activation, hits mostly activators | actives 0.075% (n = 410,000) | AID 743266; note: potency is the fitted concentration of half-maximal effect; nearly all actives have a fitted effect of over 55% in size; some results filed as inactive show a strong effect at the top dose; inactives centre near -15; many of its hits are not listed in these tables
#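 HEK-293-derived GP2 cells expressing PTHR1 and a GloSensor cAMP reporter, 3,000/well, plated overnight, given luciferin plus IBMX (each 0.5 mM as added) for 1 h at 37 °C, then compound for 1 h at 37 °C. Luminescence was read after 15 min at room temperature.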
# GLP1R cytotox: cytotoxic in the GLP-1 receptor inverse agonist counter-screen | HEK293 cAMP-luciferase reporter cells, luminescence, 24 h | Potency, µM (series often up to 38.3 µM), without a hit: top-dose activity change, negative = inhibition, most hits filed as inhibitors | actives 0.13% (n = 410,000);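 note: loss of luciferase light is scored as toxicity; potency is the fitted concentration of half-maximal effect; % is set by controls: 0 for no effect and ±100 for the full control effect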
#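 1536-well qHTS counterscreen of the MLSMR; 200 cells/uL, 12 h pre-incubation, 23 nL cpd, 24 h at 37 deg C 5% CO2, luciferase detection reagent, 12 min RT, luminescence. Inhibition = undesired.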
# TDP-43 yeast inh: inhibitors of TDP-43 toxicity in yeast; TDP-43 expressing yeast growth rescue, BacTiter-Glo, 24 h; Potency, µM (titrated, usually from 46.1 µM), without a hit: at the top dose growth rescue (activation), usual class: activators; actives 1.8% (n = 410,000); AID 652104; note: potency is the fitted concentration of half-maximal effect; % of control where 0% means no effect; nearly all actives have a fitted effect of over 50% in size
#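 In this qHTS, compounds that restore growth of yeast expressing TDP-43 appear as activators. Cells (OD600=0.02, galactose medium, raffinose-pregrown) are incubated with compound 24 hr at 30 deg C and growth is quantified by BacTiter-Glo.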
# aSyn yeast inh: inhibitors of alpha-synuclein toxicity in yeast | Yeast expressing alpha-synuclein, growth rescue, BacTiter-Glo, 24 h | Potency, µM (doses to about 46.1 µM), without a hit: at the top dose growth rescue (activation), most hits filed as activators | actives 0.14% (n = 370,000) | AID 652106; note: potency is the fitted concentration of half-maximal effect; % of control where 0% means no effect; nearly all actives have a fitted effect of over 65% in size
#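 Rescue of yeast growth: cells expressing toxic alpha-synuclein, induced in galactose at OD600 0.02, incubated with compound 24 h at 30 C. ATP luminescence quantified growth; inhibitors of toxicity appear as activators.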
# GLP1R inv ag: inverse agonists of human GLP-1 receptor. AID 624417. actives 1.6% (n = 410,000). Potency, µM (doses to about 38.3 µM), for inactives: at the top dose activity change, negative = inhibition, hits mostly inhibitors. P43220. HEK293 GLP-1R CRE-luciferase, luminescence, 24 h; GLP-1R form is constitutively active; note: potency is the fitted concentration of half-maximal effect; % is set by controls: 0 for no effect and ±100 for the full control effect; nearly all actives have a fitted effect of over 55% in size
# Target sequence (P43220 whole entry, looked up): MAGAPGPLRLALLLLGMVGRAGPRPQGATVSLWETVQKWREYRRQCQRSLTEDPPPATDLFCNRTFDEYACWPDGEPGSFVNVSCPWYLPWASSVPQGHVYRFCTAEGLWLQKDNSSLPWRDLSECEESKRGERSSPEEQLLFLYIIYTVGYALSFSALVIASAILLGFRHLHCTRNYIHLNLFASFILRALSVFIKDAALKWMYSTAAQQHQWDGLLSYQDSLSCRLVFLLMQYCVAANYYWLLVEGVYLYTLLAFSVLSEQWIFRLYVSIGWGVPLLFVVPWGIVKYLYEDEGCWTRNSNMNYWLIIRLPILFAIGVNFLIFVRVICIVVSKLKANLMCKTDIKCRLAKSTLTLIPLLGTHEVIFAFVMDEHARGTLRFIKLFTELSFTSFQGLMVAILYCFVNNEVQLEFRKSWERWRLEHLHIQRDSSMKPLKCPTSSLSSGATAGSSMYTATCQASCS
#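 Cells are plated, allowed 12 hours at 37 deg C, then treated with compounds for 24 hr before luciferase detection reagent is added and luminescence is read after 12 min at room temperature. The HEK293 line carries constitutively active GLP-1R with a cAMP-responsive reporter.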
# * = called active by the depositor; i = inactive; u = inconclusive; x = no result given; & = joins results of further samples; [ ] = another dose, or the depositor's remark. Unless noted, calls come from the whole dose curve; as a rule, active = well fitted curve in the direction sought with a large enough effect; inconclusive = small, poorly fitted or top-dose-only effect, or another doubt; inactive = no such curve, though single readings can be large; an effect the other way counts as inactive or inconclusive. This is a subset, so the mix of outcomes need not match the whole.
no. | molecule | Abeta rescue | FUS suppressor | Akt phos inh | Mm-Cpn inhibitor | PTHR1 ag
1 | NC1=NC[C@H](Cc2ccc(O)cc2)N1CCc1cccc(F)c1 | 1% | -7% | i | -3% | i
2 | OCC[C@@H]1C[C@H](O)[C@@H](O)[C@]2(CCc3ccccc3O2)O1 | 4% | -22% | i | -1% | i
3 | COc1ccc(CC(NC(C)=O)C(=O)NC2CCN(c3c4c(nc5ncnn35)CCC4)CC2)cc1 (configuration not stated) | 1% | 25% | i | -5% | i
4 | CC(=O)N(/N=C1\Sc2ccccc2C1=O)c1ccccc1C | -7% | x | i | 0% | -32%[inhibitor]
5 | O=C(Nc1ncn[nH]1)c1ccc(Cl)cc1Cl | -6% | 3% | i | 2% | i
6 | COc1ccccc1NC(=O)CCNC(=O)C1CCN(S(=O)(=O)c2ccccc2)CC1 | -7% | 23% | i | x | i
7 | Nc1nonc1-c1nc2ccccc2n1CC(=O)Nc1ccc(F)cc1 | -15% | 17% | x | x | -14%
8 | CCOc1ccc(OCC)c(NC(=O)Cn2cccc2)c1 | -12% | x | i | 2% | i
9 | COc1ccc(C(CNC(=O)c2ccc(S(=O)(=O)N3CC(C)CC(C)C3)cc2)N(C)C)cc1 (configuration not stated) | 0% | x | i | 1% | -32%[inhibitor]
10 | O=C1CC(c2ccccc2Cl)CC(O)=C1C=NCCCO (configuration not stated) | -3% | -6% | i | 1% | i
11 | Cc1cc2c(cc1S(=O)(=O)CCC(=O)N(C)Cc1ccccc1)OCC(=O)N2 | 4%&4% | -7%&-12% | i | 1% | -27%&-18%
12 | COCCNC(=O)COc1ccc(Oc2ccccc2)cc1 | -5% | -3% | i | 0% | -23%
13 | CCOCCCn1c(=NC(C)=O)c(C(=O)OCC)cc2c(=O)n3ccccc3nc21 | -9%&-10% | 9% | i | -8% | -10%
14 | CCc1ccccc1NS(=O)(=O)c1cc2c3c(c1)CCN3C(=O)CC2 | -11% | 4% | i | 0% | i
15 | C[C@H]1CN([C@@H](C)CO)C(=O)CCCn2nncc2CO[C@@H]1CN(C)C(=O)Nc1cccc2ccccc12 | -2% | -10% | i | x | -20%

no. | GLP1R cytotox | TDP-43 yeast inh | aSyn yeast inh | GLP1R inv ag
1 | 2% | 3% | -5% | 7%
2 | 6% | 5% | -2% | 30%
3 | 2% | -2% | 2% | 8%
4 | 0% | u | -7% | 0%
5 | 11% | 0% | -3% | -15%
6 | -30% | 10% | 0% | 9%
7 | 0% | -3% | x | u
8 | -1% | -26% | 7% | 2%
9 | u | -13% | -5% | u
10 | -14% | 17% | 5% | -18%
11 | -7%&-4% | 17%&16% | -2%&1% | -1%&15%
12 | -15% | 29% | -3% | 2%
13 | 19% | 0%&-16% | -8%&0% | -4%&27%
14 | 7% | -17% | 2% | 12%
15 | 6% | 16% | 1% | -16%

# (further entries)
no. | molecule | Abeta rescue | FUS suppressor | Akt phos inh | Mm-Cpn inhibitor | PTHR1 ag
16 | CC1CN(C(=O)N2c3ccccc3Sc3ccccc32)C(C)CC1=O (configuration not stated) | -3% | 28% | i | -2% | -4%[57.5 µM]
17 | CN(CCc1ccccc1)C(=O)c1cccc(NC(=O)Cc2cccc(NC(=O)C3CCN(C(=O)C4CCC4)CC3)c2)c1 | 2% | u | i | x | -29%
18 | COC(=O)[C@]12CCCCC=C1N(Cc1cccc3ccccc13)C(=O)[C@H](CC(=O)NCc1ccc(C)o1)C2 | 0% | u | i | x | i
19 | CC(C)=CC(=O)N1CCC(N2CCC(C(=O)N3CCOCC3)CC2)CC1 | -2% | 30% | i | -1% | i
20 | COc1ccc(N2CCCC2)c(NC(=O)COc2ccccc2)c1 | -13% | 2% | i | 1% | -22%
21 | Cc1cc(C)c2oc(-c3cc(NC(=O)Cc4ccccc4)ccc3Cl)nc2c1 | 1% | 0% | x | x | -6%
22 | CN(C)CCCN(C(=O)COc1ccccc1)c1nc2ccc(Cl)cc2s1 | -8% | 15% | i | -6% | i
23 | N/C(Cc1ccc([N+](=O)[O-])cc1)=N\OC(=O)c1ccccc1F | 5% | 9% | i | -5% | -8%
24 | COC(=O)c1c(NC(=O)/C(C#N)=C/c2ccc(OC)cc2)sc2c1CCC2 | -6% | -1% | x | x | 18%
25 | Cc1cc(C)c(NC(=O)c2c(C)nn(-c3ccc(F)cc3)c2-n2cccc2)c(C)c1 | -3% | -5% | x | x | -28%
26 | CC1Cc2ccccc2C(CCc2ccccc2)=N1 (configuration not stated) | -8% | -19% | i | -2% | i

no. | GLP1R cytotox | TDP-43 yeast inh | aSyn yeast inh | GLP1R inv ag
16 | -5% | u | 0% | u
17 | 0% | 19% | 0% | 2%
18 | 0% | 21% | 4% | u
19 | -18% | 9% | 0% | 16%
20 | 35%[activator] | -9% | -3% | u
21 | -6% | u | x | -7%
22 | -6% | -11% | 1% | u
23 | 0% | 11µM* | 1% | 10%
24 | 1% | 9% | x | -5%
25 | -10% | 3% | 2% | u
26 | 0% | 6% | -4% | -1%

# By substructure: the entries above with an aryl methoxy group
no. | molecule | Abeta rescue | FUS suppressor | Akt phos inh | Mm-Cpn inhibitor | PTHR1 ag
3 | COc1ccc(CC(NC(C)=O)C(=O)NC2CCN(c3c4c(nc5ncnn35)CCC4)CC2)cc1 (configuration not stated) | 1% | 25% | i | -5% | i
6 | COc1ccccc1NC(=O)CCNC(=O)C1CCN(S(=O)(=O)c2ccccc2)CC1 | -7% | 23% | i | x | i
9 | COc1ccc(C(CNC(=O)c2ccc(S(=O)(=O)N3CC(C)CC(C)C3)cc2)N(C)C)cc1 (configuration not stated) | 0% | x | i | 1% | -32%[inhibitor]
20 | COc1ccc(N2CCCC2)c(NC(=O)COc2ccccc2)c1 | -13% | 2% | i | 1% | -22%
24 | COC(=O)c1c(NC(=O)/C(C#N)=C/c2ccc(OC)cc2)sc2c1CCC2 | -6% | -1% | x | x | 18%

no. | GLP1R cytotox | TDP-43 yeast inh | aSyn yeast inh | GLP1R inv ag
3 | 2% | -2% | 2% | 8%
6 | -30% | 10% | 0% | 9%
9 | u | -13% | -5% | u
20 | 35%[activator] | -9% | -3% | u
24 | 1% | 9% | x | -5%

# A different layout for part of the listing above.
# Results follow in this order: Abeta rescue	FUS suppressor	Akt phos inh	Mm-Cpn inhibitor	PTHR1 ag	GLP1R cytotox	TDP-43 yeast inh	aSyn yeast inh	GLP1R inv ag
(19) CC(C)=CC(=O)N1CCC(N2CCC(C(=O)N3CCOCC3)CC2)CC1
  -2%	30%	i	-1%	i	-18%	9%	0%	16%
(25) Cc1cc(C)c(NC(=O)c2c(C)nn(-c3ccc(F)cc3)c2-n2cccc2)c(C)c1
  -3%	-5%	x	x	-28%	-10%	3%	2%	u
